Screening results: PubChem BioAssay, The Scripps Research Institute Molecular Screening Center
TEAD-YAP inh – TEAD-YAP interaction inhibition | HEK-TIYL cells, TEAD-Gal4/YAP UAS-luciferase luminescence | inhibition, % at 9.12 µM | actives 1.4% (n = 640,000) | AID 1259422; in the data active means inhibition above about 32%;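 further: 0% = median of test compound wells and 100% = reference inhibitor wells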
FBW7 act – activators of human E3 ligase FBW7. Q969H0. AlphaScreen FBW7–phospho-cyclin E peptide binding, activator screen. normalized activity (activation), % at 26.1 µM. actives 0.13% (n = 650,000). AID 1259310; in the data active means normalized activity above about 1.9%;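 further: purified mutant Fbw7 with reduced substrate affinity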
Target sequence (Q969H0 whole entry, looked up): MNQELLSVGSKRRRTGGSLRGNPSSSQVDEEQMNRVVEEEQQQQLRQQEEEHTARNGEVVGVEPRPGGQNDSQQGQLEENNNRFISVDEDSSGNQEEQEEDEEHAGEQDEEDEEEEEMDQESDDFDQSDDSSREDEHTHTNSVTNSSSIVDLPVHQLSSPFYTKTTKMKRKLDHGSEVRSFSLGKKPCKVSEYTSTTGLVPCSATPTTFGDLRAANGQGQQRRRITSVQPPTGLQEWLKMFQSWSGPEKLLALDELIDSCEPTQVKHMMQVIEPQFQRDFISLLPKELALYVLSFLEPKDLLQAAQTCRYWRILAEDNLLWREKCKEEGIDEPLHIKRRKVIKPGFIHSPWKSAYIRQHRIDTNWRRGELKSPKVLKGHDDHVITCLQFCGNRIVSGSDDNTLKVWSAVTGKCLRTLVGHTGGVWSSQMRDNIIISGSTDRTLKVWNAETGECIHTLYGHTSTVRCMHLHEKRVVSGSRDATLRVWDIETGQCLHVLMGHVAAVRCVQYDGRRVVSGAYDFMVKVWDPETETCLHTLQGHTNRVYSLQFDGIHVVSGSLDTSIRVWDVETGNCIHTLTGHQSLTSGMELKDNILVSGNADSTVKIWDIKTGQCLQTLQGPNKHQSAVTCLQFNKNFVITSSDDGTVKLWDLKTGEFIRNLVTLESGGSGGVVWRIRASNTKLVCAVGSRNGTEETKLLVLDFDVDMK
GPR151 ag – activators of human GPR151 | activation, % at 11.2 µM | Q8TDV0 | PathHunter beta-arrestin GPR151 cells, luminescence | actives 1% (n = 650,000); in the data active means activation above about 4.9%;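 further: 0% = median of compound wells and 100% = cells with positive control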
MITF primary – human MITF inhibition, primary screen. actives 0.91% (n = 650,000). O75030. AlphaScreen MITF homodimerization, bead proximity signal. inhibition, % at 2.6 µM; in the data active means inhibition above about 50%;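 further: 0% = vehicle wells with protein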
The depositor's hits bear a star; & = joins results of further samples.

Start of the data: the first 15 compounds, to show the layout:
SMILES	TEAD-YAP inh	FBW7 act	GPR151 ag	MITF primary
Cc1ccc(CNC(=O)C(=O)N/N=C/c2ccc(I)cc2)cc1	-5	0.1	0.9	6
CN1CCOCCOc2ccccc2OCCOCC1	4	-0.1	2.5	-1
NC(=O)COC(=O)CNC(=O)c1ccc(Cl)cc1Cl	-1	-0.1	-1.1	-2
CCCCNS(=O)(=O)c1cc(-c2nnc3c4ccccc4c(C)nn23)ccc1OC	-4	0.0	0.4	15
CCOc1ccc(NC2=C(Cl)C(=O)N(c3ccccc3C)C2=O)cc1	9	-0.1	3.8	-9
FC(F)(F)COc1nc(NCCOC23CC4CC(CC(C4)C2)C3)nc(N2CCCCC2)n1	3	-0.1	-0.5	5
Cc1ccc(NC(=O)C2CCCN2S(=O)(=O)c2ccc3c(c2)CCC(=O)N3)c(C)c1 (stereo not given)	5	-0.2	0.5	12
COc1cccc(NC(=O)CN2CCN(c3ccc(C(C)=O)cc3)CC2)c1	-9	0.0	-1.1	4
CCCN(CC1CCCO1)C(=O)CCc1nnc(-c2cc(C)oc2C)o1 (stereo not given)	-4	-0.1	0.0	-5
C#CCN(Cc1ccco1)C(=O)Cn1cc(NC(=O)CCc2ccccc2OC)cn1	6	0.0	1.6	7
Cc1cc(C(=O)COC(=O)c2cc([N+](=O)[O-])ccc2NCCO)c(C)n1-c1ccccc1	1	-0.2	-0.9	-7
CCOC(=O)N1CCN(S(=O)(=O)c2ccc(C(=O)Nc3nc(-c4ccc(C)o4)cs3)cc2)CC1	6	0.2	0.5	4
CC(C)CC(NC(=O)/C(=C\c1ccccc1)NC(=O)c1ccco1)C(=O)O (stereo not given)	-4	0.5	1.5	18
O=C(Cn1cnc2c(nnn2-c2ccccc2)c1=O)Nc1ccccc1F	13	0.1	-0.4	14
CCOc1ccc(/C(O)=C2/C(=O)C(=O)N(c3ccccn3)C2c2ccc(C(C)(C)C)cc2)c(C)c1 (stereo not given)	-1	0.0	-0.9	0

The whole of this part, previewed entries included:
SMILES	TEAD-YAP inh	FBW7 act	GPR151 ag	MITF primary
Cc1ccc(CNC(=O)C(=O)N/N=C/c2ccc(I)cc2)cc1	-5	0.1	0.9	6
CN1CCOCCOc2ccccc2OCCOCC1	4	-0.1	2.5	-1
NC(=O)COC(=O)CNC(=O)c1ccc(Cl)cc1Cl	-1	-0.1	-1.1	-2
CCCCNS(=O)(=O)c1cc(-c2nnc3c4ccccc4c(C)nn23)ccc1OC	-4	0.0	0.4	15
CCOc1ccc(NC2=C(Cl)C(=O)N(c3ccccc3C)C2=O)cc1	9	-0.1	3.8	-9
FC(F)(F)COc1nc(NCCOC23CC4CC(CC(C4)C2)C3)nc(N2CCCCC2)n1	3	-0.1	-0.5	5
Cc1ccc(NC(=O)C2CCCN2S(=O)(=O)c2ccc3c(c2)CCC(=O)N3)c(C)c1 (stereo not given)	5	-0.2	0.5	12
COc1cccc(NC(=O)CN2CCN(c3ccc(C(C)=O)cc3)CC2)c1	-9	0.0	-1.1	4
CCCN(CC1CCCO1)C(=O)CCc1nnc(-c2cc(C)oc2C)o1 (stereo not given)	-4	-0.1	0.0	-5
C#CCN(Cc1ccco1)C(=O)Cn1cc(NC(=O)CCc2ccccc2OC)cn1	6	0.0	1.6	7
Cc1cc(C(=O)COC(=O)c2cc([N+](=O)[O-])ccc2NCCO)c(C)n1-c1ccccc1	1	-0.2	-0.9	-7
CCOC(=O)N1CCN(S(=O)(=O)c2ccc(C(=O)Nc3nc(-c4ccc(C)o4)cs3)cc2)CC1	6	0.2	0.5	4
CC(C)CC(NC(=O)/C(=C\c1ccccc1)NC(=O)c1ccco1)C(=O)O (stereo not given)	-4	0.5	1.5	18
O=C(Cn1cnc2c(nnn2-c2ccccc2)c1=O)Nc1ccccc1F	13	0.1	-0.4	14
CCOc1ccc(/C(O)=C2/C(=O)C(=O)N(c3ccccn3)C2c2ccc(C(C)(C)C)cc2)c(C)c1 (stereo not given)	-1	0.0	-0.9	0
COc1ccc(-c2csc3ncc(C(=O)NC(C)(C)CO)c(=O)n23)cc1	12	0.1	-0.1	9
O=C(Nc1ccc(N2CCOCC2)cc1)c1csc(Nc2nccc3ccccc23)n1	-1	0.1	3.0	18
COC(=O)CN(c1cc([N+](=O)[O-])ccc1OC)S(C)(=O)=O	3	0.7	-1.2	16
COCc1cc(=O)n2[nH]c(NC(C)=O)nc2n1	5	0.1	-0.8	10
CCOc1ccc(-n2cc(-c3ccccc3)c3c(NCCc4ccccc4)ncnc32)cc1	-7	-0.3	0.2	2
COCc1cc(C)nc(SCC(=O)O)c1C#N	6	-0.2	5.9*	1
O=c1c(Oc2ccc(I)cc2)coc2cc(O)ccc12	5	0.2	0.1	2
CC[C@@H](N)Cn1nnn(-c2ccccc2)c1=O	7	0.1	0.0	9
Cc1ccc2cc(CN(C3CCCCC3)S(C)(=O)=O)c(=O)[nH]c2c1	6	0.3	-1.4	13
CCOC(=O)c1c(NC(=O)c2ccccc2SC)sc2c1CCC2	4	0.2	1.6	3
Other results
SMILES	TEAD-YAP inh	FBW7 act	GPR151 ag	MITF primary
Cc1cc(OCC(=O)Nc2cc(C(F)(F)F)ccc2Cl)ccc1C(C)C	-4	-0.1	2.1	-1
CCc1nnc(NC(=O)CN2CCN(c3ccccc3OC)CC2)s1	2	0.1	-0.5	24
CCOc1ccc(C2Nn3c(nnc3-c3ccccc3)SC2C(=O)N2CCCC2)cc1 (stereo not given)	7	0.1	-0.8	12
O=C(COc1cccc(Cl)c1)N/N=C\c1ccc(C(=O)O)cc1	-2	0.0	1.3	17
Cc1cccc(N(CC(=O)NCCc2ccccc2)S(=O)(=O)c2ccccc2)c1C	-4	-0.1	-1.9	13
Cc1nnc(NC(=O)CSc2nnnn2Cc2ccccc2)s1	14	-0.1	0.8	11
COc1cc(C(C)=O)ccc1Oc1ccc(S(=O)(=O)N2CCCC2)cc1[N+](=O)[O-]	0	-0.2	-0.7	2
Cc1c(C(=O)N2CCN(c3cccc(Cl)c3)CC2)sc2ncn(C)c(=O)c12	-3	-0.3	-0.8	10
CCOC(=O)Cc1csc(NC(=O)c2ccc(Cl)s2)n1	-40	-0.1	1.3	3
CCOC(=O)C1=C(CN2CCc3ccccc32)NC(=O)NC1c1ccc(Cl)cc1 (stereo not given)	-6	0.1	0.5	11
COc1cccc2c(C)cc(NCC3CCCO3)nc12 (stereo not given)	2	0.3	-1.6	18
CCc1ccccc1NC(=O)Cc1csc(Nc2ccccn2)n1	11	-0.2	1.4	-1
CCCNc1ccnc(Nc2ncccn2)n1	-35	0.0	-1.1	-8
O=C(NCCc1ccccc1)C1CC12CCN(C1CCSC1)CC2 (stereo not given)	-2	0.0	0.2	28
CCOC(=O)C1CCN(S(=O)(=O)c2ccc3c4c(cccc24)C(=O)N3CC)CC1	4	0.1	-0.8	-1
Cc1c(NC(=O)COC(=O)Cc2coc3cc(O)ccc23)c(=O)n(-c2ccccc2)n1C	-3	0.1	-1.4	-3
CCCCCCCCCC(=O)NC(CN1CCOCC1)[C@H](O)c1ccccc1 (stereo not given in full)	3	-0.2	0.1	-12
COc1ccc(OC)c(N=Cc2c(O)n(-c3ccccc3C)c(=S)[nH]c2=O)c1	7&-3	0.4&-0.2	1.1&-0.5	13&-6
O=C(COc1ccccc1)Nc1cccc([N+](=O)[O-])c1	-7	0.1	0.6	11
COCCn1c(=O)c(CN2CCN(c3ccc(C)cc3)CC2)cc2cc(C)ccc21	3	0.0	-0.2	9
Cc1cccc(C(=O)OCCOc2ccccc2)c1	-4	0.3	1.6	-10
CCCC(O)(CCC)C(=O)NN(c1ccccc1)c1ccccc1	11	0.0	-0.8	9
COc1cccc(C(=O)N2CCC3(CC2)CC3C(=O)Nc2ccccc2)c1OC (stereo not given)	9	0.0	0.4	2
Cc1cc(C)cc(CC2CC(=O)N(c3ccc(Cl)c(Cl)c3)C2=O)c1 (stereo not given)	11	0.4	-0.5	6
CNC(=O)c1ccsc1NC(=O)c1ccc([N+](=O)[O-])s1	10	0.3	0.3	3
Other entries follow.
SMILES	TEAD-YAP inh	FBW7 act	GPR151 ag	MITF primary
CCCc1[nH]n(-c2ccc(F)cc2)c(=O)c1C=NCC1CCCO1 (stereo not given)	-13	-0.1	-0.5	3
NC(=O)c1ccc(-c2nc(Nc3ccc(Oc4ccccc4)cc3)c3ncn(CCN4CCCC4=O)c3n2)cc1	1	0.5	-0.9	22
COC(=O)C1=C(C)NC2=C(C(=O)CC(C)(C)C2)C1c1cc(Br)c(O)c(OC)c1 (stereo not given)	8	0.0	-1.0	7
COc1ccc(/C=C/C2=NC(=C/c3ccc([N+](=O)[O-])cc3)/C(=O)O2)cc1	-5	-0.1	1.2	-11
O=C(CCCCn1c(=O)c2ccccc2n(Cc2ccccc2Cl)c1=O)NCCc1ccccc1	2	0.2	-1.4	13
CCCNS(=O)(=O)c1ccc(-n2cnnn2)c(OC)c1	7	-0.2	1.6	-1
COc1ccc(-n2c3c(cc(C(=O)NNc4ccccc4)c2=O)C(=O)CC(C)(C)C3)cc1	-6	-0.1	1.3	7
O=C(NCc1cccc(F)c1)Nc1ccc(-c2cn[nH]c2)cc1OCCN1CCOCC1	-5	-0.3	0.5	2
CCNc1nc(Nc2ccccc2)c2ncn(-c3ccccc3)c2n1	-6	0.0	-2.8	3
O=C(c1cccs1)N1CCC[C@H]1[C@H](O)c1nccs1	-3	-0.1	-1.0	-6
O=C(CNC(=S)N(Cc1cccs1)C1CCCC1)NCc1cccnc1	-2	0.2	-0.1	-1
CC(C)N(CCNc1nc(Nc2ccccc2)nc2c1ncn2C1CCCCC1)C(C)C	7	-0.1	2.4	3
COCCNC(=O)CCC(=O)Nc1ccc2nc(N3CC(C)CC(C)C3)cc(C)c2c1 (stereo not given)	-12	-0.1	-0.6	-4
CCCCC1CCC(C(=O)NC2CCS(=O)(=O)C2)CC1 (stereo not given)	6	0.0	1.2	-11
N#CNC1=NC2(c3ccccc3)N=C(NC#N)NC2(c2ccccc2)N1 (stereo not given)	-2	-0.1	2.4	-3
CC(C)CCN1CCN(Cc2nc3c(s2)CCCC3)CC1CCO (stereo not given)	11	0.0	-0.1	7
CCC(=O)Nc1ccc2oc(-c3ccc(Cl)cc3)nc2c1	-52	-0.1	-0.6	0
CCOC(=O)c1cnc2cc(-c3ccc(Cl)cc3)nn2c1C	-10	0.0	-0.2	14
Cc1cnccc1CN(C)C(=O)CC1C(=O)NCCN1Cc1ccc(F)cc1Cl (stereo not given)	0	0.3	-0.2	4
CCN(C(=O)c1ccncc1)c1nc2c(s1)CCc1oc(C)cc1-2	-14	0.0	4.0	-8
O=C(Cn1cnc2c(cnn2-c2cccc(Cl)c2)c1=O)N1CCN(c2ccccc2)CC1	2	-0.2	-0.9	5
Cc1ccc(C(=O)Nc2ccccc2)c(Cl)c1	4	-0.1	-1.9	11
NC(=O)CCN1C(=O)/C(=C\c2ccc(F)cc2)SC1=S	7	-0.1	1.5	-3
Cc1cc(O)c(C)c(O)c1/C=N/NC(=O)COc1ccccc1[N+](=O)[O-]	-19	0.3	2.1	-13
O=C(COc1ccccc1C(=O)O)NC12CC3CC(CC(C3)C1)C2	-8	0.0	0.3	5
Later entries:
SMILES	TEAD-YAP inh	FBW7 act	GPR151 ag	MITF primary
CC(C)N(C(=O)CSc1nnc(NC(=O)C2CC2)s1)C(C)C	-8	0.1	0.2	6
COc1cccc(-n2nc(C(=O)Nc3cccc(Cl)c3)c3ccccc3c2=O)c1	-7	-0.1	2.9	10
Cc1ccc(S(=O)(=O)Nc2ccc(OC(=O)c3ccccc3)c(Br)c2)cc1	0	0.2	-1.7	-12
COc1ccc(/C=C2\N=C(c3cc(F)c(F)cc3Cl)OC2=O)cc1OC(C)=O	3	-0.1	0.1	-1
CN1C(=C(C#N)C(=O)CN2c3cccc4cccc(c34)S2(=O)=O)N(C)c2ccccc21	3	0.1	0.4	5
CCOc1ccc(C2Oc3c(cccc3OC)C=C2[N+](=O)[O-])cc1OC (stereo not given)	14	0.6	-0.8	12
CN1C(=O)/C(=C\c2nc3ccccc3c(=O)n2C)c2cc(Br)ccc21	-8	0.1	0.9	7
S=c1nc(Nc2ccccc2)c2ccccc2[nH]1	-8	0.0	1.4	-6
CC(C)S(=O)(=O)C1=NSC2=NC(=O)/C(=C\c3ccc(F)cc3)C(=N)N21	3	0.5	-0.1	8
Cc1c(F)c(N2CCNC(C)C2)cc2c1c(=O)c(C(=O)O)cn2C1CC1 (stereo not given)	-6	-0.1	-2.1	-1
O=C(Cn1cnc2c(cnn2-c2ccccc2)c1=O)N1CCC(Cc2ccccc2)CC1	-3	-0.2	1.2	-2
COc1cc(OC)c(NC(=O)Cc2noc3ccccc23)cc1Cl	-6	-0.1	1.2	-12
O=C(Nc1c2c(nn1-c1ccc(F)cc1)CS(=O)C2)c1cccs1 (stereo not given)	-4	0.1	1.3	-1
COc1ccc(/C=N/NC(=O)c2ccc(=O)n(C)c2)cc1	-2	0.0	-0.6	-6
COCCNC(=O)c1sc2nc(C)nc(N3CCN(c4ccccn4)CC3)c2c1C	14	0.2	1.0	8
O=C(CN1CCN(S(=O)(=O)N2CCCCCC2)CC1)Nc1ccc(F)cc1	15	0.8	-0.8	2
CCCCOC(=O)c1c(C)oc2ccc(NS(=O)(=O)c3ccc4c5c(cccc35)C(=O)N4)cc12	-2	-0.1	1.4	-7
O=C1/C(=C/c2cccc([N+](=O)[O-])c2)SC(=S)N1Cc1ccco1	-3	0.0	-0.3	20
